PfHsp90 set2: inhibits growth of yeast expressing Plasmodium falciparum Hsp90. actives 0.32% (n = 310,000). S. cerevisiae expressing PfHsp90, BacTiter-Glo ATP, 48 h; yeast lacking PDR1 and PDR3 efflux regulators. inhibition, % at 9.4 µM;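 active = every replicate shows inhibition above about 80%, whatever the replicate mean, limit read from the data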;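 also: 0% = DMSO neutral controls and 100% = 20 µM radicicol positive controls; yeast relying on Plasmodium falciparum Hsp90 in place of its own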
dFosB activator: activators of mouse delta FosB homodimer. activation, % at 25 µM. AID 493131. P13346. actives 0.99% (n = 340,000). purified delta FosB, TAMRA-CDK5 oligo fluorescence polarization; percent of positive-control signal above neutral wells;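 active = mean activation above about 17%, with every replicate also reaching it, limit read from the data, passing the limit was not always enough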;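 also: fluorescence polarization rise as delta FosB binds a TAMRA Cdk5 AP-1 oligo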
Target sequence (P13346 whole entry, looked up): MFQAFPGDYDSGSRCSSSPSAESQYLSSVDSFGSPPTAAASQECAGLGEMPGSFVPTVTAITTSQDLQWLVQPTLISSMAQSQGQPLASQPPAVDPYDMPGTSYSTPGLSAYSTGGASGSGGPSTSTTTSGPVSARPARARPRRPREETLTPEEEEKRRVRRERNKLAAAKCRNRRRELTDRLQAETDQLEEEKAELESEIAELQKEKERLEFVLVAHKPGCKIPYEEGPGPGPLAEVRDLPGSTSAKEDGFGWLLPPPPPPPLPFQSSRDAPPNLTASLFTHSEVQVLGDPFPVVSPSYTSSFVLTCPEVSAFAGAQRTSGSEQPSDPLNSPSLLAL
CDK5 p35 inh: inhibitors of human CDK5/p35 kinase; AID 488839; Q00535+Q15078; actives 0.01% (n = 330,000); Recombinant CDK5/p35, ADP-Glo luminescence, 60 min; inhibition, % at 10 µM;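 active = highest replicate inhibition of at least 50% and at least 75% of replicates reaching 50%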;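 also: plate controls were DMSO neutral control for no effect and GW8510 at 10 µM for full effect; many of its hits are not listed in these tables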
NSD2 inh: NSD2 (human) methyltransferase inhibition; O96028; NSD2 peptide methylation, AlphaScreen, 120 min; inhibition, % at 12.5 µM; actives 0.54% (n = 310,000); in the data active = inhibition above about 50%
Mot1-301 SUMO: blocks SUMOylation pathway, rescuing yeast Mot1-301 growth; growth rescue, % at 18.8 µM; S. cerevisiae Mot1-301 growth rescue, ATP luminescence, 38.5C; percent above DMSO median, 100 means doubled; actives 1% (n = 320,000); AID 2716;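 active = every valid replicate shows activation above 250% relative to neutral control wells; inactive = the rest, any valid replicate at or below 250%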;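 also: OY570 slx delta 5 strain wells were the positive control but not used for scaling; some compounds called inactive have numbers as strong as hits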
PvdQ inh: blocks Pseudomonas aeruginosa PvdQ acylase activity. actives 0.063% (n = 340,000). purified PvdQ acylase, fluorescence plate reader. AID 488965. inhibition, % at 10 µM; in the data active = inhibition above about 30%, passing the limit was not always enough;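 also: 0% = vehicle neutral wells and 100% = reference inhibitor wells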
Rtt109 HAT inh: C. albicans Rtt109 histone acetyltransferase inhibition | Q5AAJ8 | inhibition, % at 34.9 µM | actives 0.16% (n = 330,000) | purified Rtt109/Vps75, ThioGlo CoA-SH fluorescence, 4 h | AID 540336;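 active = inhibition of at least 50% in every replicate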
RTF Ca sens inh: cardiac RTF calcium desensitization. IANBD-labeled cardiac RTF, Ca2+ fluorescence. inhibition, % at 7.15 µM. actives 0.12% (n = 340,000). P19429+P45379;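 active = inhibition above the mean inhibition of all tested compounds plus 3 SD, cut at about 17% in these data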;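 also: assay run at fixed EC70 calcium of 1.6 mM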
LANA DNA inh: KSHV C-LANA DNA binding inhibition | inhibition, % at 9 µM | actives 0.078% (n = 340,000) | MBP-C-LANA/FAM-LBS DNA binding, fluorescence polarization | AID 504423;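 active = highest replicate inhibition at or above 60% at 9 µM, even if other replicates fall short; inactive = all replicates below 60% inhibition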;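 also: 0% = neutral control wells and 100% = 4 µM acridine orange control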
Keap1 Nrf2 FP: disrupts human Keap1 binding to Nrf2 peptide | Q14145 | Keap1 Kelch-Nrf2 peptide fluorescence polarization, 1536-well | inhibition, % at 9.4 µM | actives 0.15% (n = 340,000) | AID 504523; in the data active = inhibition above about 12%;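 also: human Keap1 Kelch domain with fluorescein labeled Nrf2 9mer peptide probe; 0% = neutral control wells and 100% = peptide positive control; higher means more block of Keap1 binding to Nrf2 peptide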
cardiac RTF act: cardiac RTF calcium sensitization | P19429+P45379 | IANBD-labeled TnC RTF fluorescence at EC20 calcium; 0% EC20 calcium, 100% full calcium | activation, % at 7.2 µM | actives 0.24% (n = 340,000) | AID 493008;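 active = activation above the mean over all tested compounds plus 3 SD, cut at about 30% in these data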;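 also: rise in fluorescence read as greater calcium sensitivity of cardiac thin filaments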
Starred values were filed as active, the others as inactive; nt = no result given. Compounds as they come; 3.2% or so of the library scored in one or more.

structure | PfHsp90 set2 | dFosB activator | CDK5 p35 inh | NSD2 inh | Mot1-301 SUMO | PvdQ inh | Rtt109 HAT inh | RTF Ca sens inh | LANA DNA inh | Keap1 Nrf2 FP | cardiac RTF act
O=C(CCCSc1nc2ccccc2[nH]1)Nc1ccccc1 | 1 | 0 | 0.7 | 10 | 11 | 9 | nt | 1 | 20 | 1 | 1
COc1ccc(Nc2c3c(nc4ccc(C)cc24)CCC3)cc1 | -10 | 5 | 0.3 | 7 | -30 | -9 | 18 | -8 | -3.8 | -2 | 4
COc1cc(NC(=O)CCN2C(=O)NC3(CCCC3)C2=O)c(OC)cc1Cl | 2 | 5 | 0.7 | -1 | -6 | -6 | -13 | -5 | 0.8 | 0 | -2
CC(C)c1ccc(SCc2noc(C(=O)NCC3CCCO3)c2C(=O)O)cc1 (centres undefined) | 9 | 3 | -2.0 | nt | -12 | 0 | 12 | 8 | 0.7 | -4 | 1
CN(C)/C=C(/C(=O)c1ccccc1Cl)S(C)(=O)=O | -10 | 2 | 0.3 | -7 | nt | -4 | -5 | -23 | 0.1 | -5 | -1
COc1ccc(C2CC(C)(c3ccc(OC)cc3)Nc3ccccc3N2)cc1 (centres undefined) | -2 | -7 | 0.7 | 2 | -13 | 9 | 30 | -2 | -1.4 | 0 | -5
c1ccc(-c2nn3c(-c4ccccc4)nnc3s2)cc1 | 23 | -8 | 0.0 | nt | -23 | -6 | -7 | 0 | 1.5 | -2 | 3
Cn1c(SC2CCCCC2=O)nnc1-c1ccccc1F (centres undefined) | 26 | 5 | -0.8 | 1 | -3 | -5 | 4 | -17 | 1.1 | 0 | 0
CN(CC(=O)Nc1ccc(F)c(F)c1F)C(=O)C1CSC2(C)CCC(=O)N12 (centres undefined) | 4 | 0 | -0.2 | -2 | 21 | -8 | 4 | -7 | -1.2 | -2 | -1
O=C(CCC1CCCN(C(=O)c2ccoc2)C1)NCc1ccccc1F (centres undefined) | -16 | 4 | 2.4 | -3 | -13 | -18 | -16 | -5 | -0.4 | 0 | -3
Cc1cnn(C(=O)c2oc3ccccc3c2C)c1 | 4 | 2 | 1.8 | -5 | 69 | 6 | 1 | -2 | 0.1 | 3 | 2
CC1CN(C)CCC1OC(=O)c1ccccc1 (centres undefined) | 0 | 2 | -0.6 | 4 | 45 | -2 | 6 | -1 | -3.5 | -2 | -3
COCCN1C(=O)N[C@@H](c2cccs2)C(C(C)=O)=C1C | -3 | -3 | -1.5 | nt | 1 | -9 | -3 | -1 | 0.5 | -5 | 1
O=C(Nc1cccc(Cl)c1)N(Cc1nc2ccccc2c(=O)[nH]1)Cc1cccs1 | -15 | -1 | 2.3 | 0 | 4 | -14 | 6 | 4 | 1.6 | -4 | 4
COc1ccc(NC(=O)c2sc3nc(Cc4ccccc4)cc(C(F)(F)F)c3c2N)cc1OC | -10 | 3 | -1.0 | -2 | 7 | -1 | 10 | -8 | 0.3 | -5 | 12

Taken from above:
COCCN1C(=O)N[C@@H](c2cccs2)C(C(C)=O)=C1C @ CDK5 p35 inh: -1.5
COc1ccc(C2CC(C)(c3ccc(OC)cc3)Nc3ccccc3N2)cc1 (centres undefined) @ NSD2 inh: 2

Next part.
structure | PfHsp90 set2 | dFosB activator | CDK5 p35 inh | NSD2 inh | Mot1-301 SUMO | PvdQ inh | Rtt109 HAT inh | RTF Ca sens inh | LANA DNA inh | Keap1 Nrf2 FP | cardiac RTF act
COc1ccc(OCC(=O)Nc2nnc(C)s2)cc1 | nt | -1 | -1.3 | 1 | -13 | -3 | -4 | -9 | -0.3 | 4 | 4
COc1ccc(C(=O)Nc2ccc(C(=O)NCC3CCCO3)cc2)c(OC)c1OC (centres undefined) | 4 | -8 | -1.3 | -1 | -8 | -7 | -3 | -3 | 2.3 | 1 | 0
Cc1cc(Nc2ccc(O)cc2)n2c(nc3ccccc32)c1C#N | 10 | -2 | 2.2 | -2 | 0 | 7 | -2 | 1 | 1.0 | 2 | 3
O=C(NCc1ccc2c(c1)OCO2)C1CCCN(S(=O)(=O)c2cccs2)C1 (centres undefined) | 13 | 1 | -8.5 | nt | -10 | -14 | -9 | -2 | -0.2 | -7 | 2
Cc1ccccc1-n1ccnc1SCC(=O)NCC1CCCO1 (centres undefined) | -22 | -2 | -0.5 | -1 | -8 | -15 | -9 | 3 | -0.5 | -7 | 0

Part of the list above in order of length of the SMILES, low to high.
structure | PfHsp90 set2 | dFosB activator | CDK5 p35 inh | NSD2 inh | Mot1-301 SUMO | PvdQ inh | Rtt109 HAT inh | RTF Ca sens inh | LANA DNA inh | Keap1 Nrf2 FP | cardiac RTF act
COc1ccc(OCC(=O)Nc2nnc(C)s2)cc1 | nt | -1 | -1.3 | 1 | -13 | -3 | -4 | -9 | -0.3 | 4 | 4
Cc1cc(Nc2ccc(O)cc2)n2c(nc3ccccc32)c1C#N | 10 | -2 | 2.2 | -2 | 0 | 7 | -2 | 1 | 1.0 | 2 | 3
O=C(NCc1ccc2c(c1)OCO2)C1CCCN(S(=O)(=O)c2cccs2)C1 (centres undefined) | 13 | 1 | -8.5 | nt | -10 | -14 | -9 | -2 | -0.2 | -7 | 2
COc1ccc(NC(=O)c2sc3nc(Cc4ccccc4)cc(C(F)(F)F)c3c2N)cc1OC | -10 | 3 | -1.0 | -2 | 7 | -1 | 10 | -8 | 0.3 | -5 | 12

Screening data deposited in PubChem BioAssay by several laboratories.
